Source: PubChem BioAssay
COUP-TFII inh: inhibitors of human COUP-TFII (NR2F2) | P24468 | hit rate 0.7% among 370,000 | inhibition, % at 8.6 µM | HEK293T NGFI-A luciferase reporter, luminescence | AID 686940;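 active means inhibition above a per-plate cutoff, mean inhibition of test wells between control levels plus 3 SD, cut at about 38% in these data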;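 further: cells cotransfected with COUP-TFII expression vector driving the NGFI-A reporter; 0% = median of COUP-TF2 test wells and 100% = reporter-only cells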
NCOA1 inh: inhibits human SRC1 coactivator; AID 588354; Q15788; inhibition, % at 3.6 µM; HEK293 GAL4-SRC1 luciferase reporter, luminescence; hit rate 0.12% among 360,000;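 active means inhibition above the campaign mean plus 3 SD, with each screening campaign given its own cutoff, cut at about 60% in these data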;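 further: 0% = DMSO treated cells and 100% = gossypol at 36 µM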
ABHD5 PLIN5 PPI: ABHD5-PLIN5 protein interaction inhibition | Q00G26+Q8WTS1 | Split G. princeps luciferase complementation, luminescence, 4 h | inhibition, % at 4 µM | hit rate 0.78% among 360,000;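 active means inhibition above the mean inhibition across every tested compound plus 3 SD, cut at about 22% in these data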;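 further: 0% = DMSO only wells and the 100% control is not disclosed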
LRH-1 inv ag: inverse agonists of human LRH-1 (NR5A2) | O00482 | HEK293T StAR-luciferase reporter, LRH-1 transfected, 24 h | inhibition, % at 3.6 µM | hit rate 0.13% among 360,000 | AID 602396;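 active means inhibition above the mean inhibition of all tested compounds plus 3 SD, cut at about 73% in these data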;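 further: 0% = DMSO wells and 100% = reporter-only cells lacking LRH-1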
TLR9-MyD88 inh: inhibitors of human TLR9-MyD88 binding. CHO BLA complementation TLR9-MyD88, CCF4 FRET ratio. inhibition, % at 4.98 µM. hit rate 0.21% among 340,000;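 active means inhibition above the mean over all tested compounds plus 3 SD, cut at about 21% in these data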;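 further: 0% = DMSO only wells and 100% = clavulanate BLA inhibitor control wells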
NCOA3 inh: inhibitors of human steroid receptor coactivator 3 (SRC3); HEK293 GAL4-SRC3 luciferase reporter, luminescence; inhibition, % at 3.6 µM; hit rate 0.17% among 360,000; AID 588352;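 active means inhibition above a per-campaign cutoff, the mean of all compounds plus 3 SD, cut at about 60% in these data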;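 further: 0% = DMSO-treated cells and 100% = gossypol-treated cells at 36 µM; higher means less SRC3-driven luciferase light from the GAL4 reporter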
NOD2-RIPK2 inh: blocks binding of human NOD2 to RIPK2; O43353; CHO BLA complementation NOD2-RIPK2, CCF4 ratio; inhibition, % at 4.98 µM; hit rate 0.38% among 360,000; in the data active means inhibition above about 21%;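 further: 0% = vehicle only and 100% = reference blocker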
MC4R antagonist: human MC4R antagonism in cAMP assay; inhibition, % at 6.5 µM; AID 540295; MC4R-expressing cells, MTII-stimulated cAMP, LANCE TR-FRET; P32245; hit rate 0.48% among 360,000;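 active means inhibition above its plate's cutoff, the mean of tested wells on that plate plus 3 SD, cut at about 29% in these data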;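 further: 0% = Melanotan II alone and 100% = Melanotan II plus saturating MCL0020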
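Material – human MC4R-expressing U2OS cells · Repeats – no replicates · Detection – TR-FRET with Eu-cAMP and labeled anti-cAMP, 671 nm · Times – compound 30 min, challenge 1 h, detection 1 h · Compound – single nominal compound dose of 6.5 µM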
MC4R ag barr: activates human MC4R beta-arrestin recruitment; P32245; U2OS MC4R beta-arrestin complementation, luminescence; percent of melanotan II response, DMSO zero; activation, % at 8.9 µM; hit rate 0.98% among 360,000;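 active means activation above a per-plate cutoff, the mean activation of sample wells on that plate plus 3 SD, cut at about 8% in these data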
LMP1 NFkB inh: reduces LMP1-driven NF-kappaB luciferase signal; AID 504558; inhibition, % at 12.5 µM; LMP1-induced NF-kappaB luciferase reporter cells, luminescence; hit rate 0.69% among 350,000; in the data active means inhibition above about 41%;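 further: 0% = neutral control wells and 100% = reference inhibitor control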
SRC2 inh: human SRC2 (NCOA2) inhibition; Q15596; HEK293 GAL4-SRC2 luciferase reporter, luminescence; inhibition, % at 9 µM; hit rate 0.17% among 370,000;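 active means inhibition above the mean inhibition of all tested compounds plus 3 SD, set per campaign, cut at about 52% in these data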;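 further: 0% = DMSO treated cells and 100% = cells given Gossypol at 36 µM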
The depositor's hits bear a star; nt = no result given. Not all compounds are listed, so the mix of outcomes need not match the whole.

No.	Compound	COUP-TFII inh	NCOA1 inh	ABHD5 PLIN5 PPI	LRH-1 inv ag	TLR9-MyD88 inh	NCOA3 inh	NOD2-RIPK2 inh	MC4R antagonist	MC4R ag barr	LMP1 NFkB inh	SRC2 inh
1	Cc1ccc(NS(=O)(=O)N2CCOCC2)cc1	2	-8	2	-22	-13	-23	4	9	-0.9	-1	5
2	NS(=O)(=O)c1ccc(CCNS(=O)(=O)c2cccc3cccnc23)cc1	16	11	6	24	-1	3	-6	11	-0.3	5	10
3	CCCNC(=O)C1CC(=O)N(c2ccc(OCc3ccccc3)cc2)C1 (stereo unspecified)	-48	-110	-3	-127	6	-86	0	0	-0.2	-16	-89
4	COc1cc(CC(=O)C(=O)O)oc(=O)c1	12	2	-6	-1	3	-2	-2	-8	-0.8	-3	-13
5	O=C(c1oc(=O)c2ccccc2c1-c1ccccc1)N1CCOCC1	3	-11	-5	-6	-2	-11	-7	4	0.8	18	-34
6	CCn1c(SCC(=O)NCCc2ccc(F)cc2)nnc1-c1cccs1	13	1	-8	18	2	3	0	5	-4.5	4	-6
7	CC(=O)Nc1nc2ccccc2n1CCN1CCOCC1	2	-1	5	16	7	5	4	7	1.0	-1	-1
8	Cc1c(CCC(=O)O)c(=O)oc2cc(O)ccc12	-2	-20	1	-14	-2	-1	-3	8	-1.9	-10	-6
9	Cc1cc(-c2ccc(S(=O)(=O)N3CCN(c4cccc(C(F)(F)F)c4)CC3)s2)on1	-6	2	0	10	0	2	-1	-11	-0.2	-15	-28
10	Cc1cccc2c1NC(=O)C2=Nc1ccc(Cl)cc1	15	-5	-2	8	-9	-8	-1	1	1.4	-8	-51

Results in LRH-1 inv ag, for some of the entries so far:
No.	SMILES	LRH-1 inv ag
3	CCCNC(=O)C1CC(=O)N(c2ccc(OCc3ccccc3)cc2)C1 (stereo unspecified)	-127
4	COc1cc(CC(=O)C(=O)O)oc(=O)c1	-1
5	O=C(c1oc(=O)c2ccccc2c1-c1ccccc1)N1CCOCC1	-6
6	CCn1c(SCC(=O)NCCc2ccc(F)cc2)nnc1-c1cccs1	18

(further entries)
No.	Compound	COUP-TFII inh	NCOA1 inh	ABHD5 PLIN5 PPI	LRH-1 inv ag	TLR9-MyD88 inh	NCOA3 inh	NOD2-RIPK2 inh	MC4R antagonist	MC4R ag barr	LMP1 NFkB inh	SRC2 inh
11	c1cncc(C(c2nnnn2C2CCCC2)N2CCN(Cc3ccc4c(c3)OCO4)CC2)c1 (stereo unspecified)	13	1	13	17	0	-10	-3	6	1.6	7	25
12	Cc1cc(NS(=O)(=O)c2ccc(NC(=O)c3ccoc3C)cc2)nc(C)n1	2	-4	-1	-2	0	12	-1	-3	-1.1	-4	5
13	Cc1ccc(Nc2nnc(C)c3ccccc23)c(C)c1	22	4	-7	-13	-4	17	13	-13	0.4	5	-38
14	Cc1ccc(-c2c[n+]3c(n2-c2ccccc2)SCC3)cc1	65*	22	1	29	-7	42	0	-1	-1.9	12	14
15	Cc1ccc(S(=O)(=O)N(CC(O)CN2C(=O)NC(C)(C)C2=O)c2ccccc2)cc1 (stereo unspecified)	-4	-3	4	7	-3	21	0	5	-1.6	-2	-46
16	COc1cc(NC(=O)c2cccs2)c(OC)cc1NC(=O)CCC(=O)Nc1cccc2ncccc12	-23	-10	3	17	-12	-18	8	5	-3.0	1	4
17	CCOc1ccccc1N1CCN(c2nc(N)c(C#N)c(CC#N)c2C#N)CC1	-13	-11	11	10	-7	8	0	7	1.9	2	-21
18	O=C(NNC(=O)c1ccc(O)c(Cl)c1)c1cccc(S(=O)(=O)N2CCOCC2)c1	-4	-8	3	4	1	-31	-9	6	0.7	-3	13
19	Nc1nnc(SCC(=O)NC2CCCCC2)s1	-6	5	-7	-17	-3	-19	-8	3	-1.0	-6	7
20	CC1=[N+](C)N(c2ccccc2)C(=O)C1N=C/C=C/c1ccccc1 (stereo unspecified)	-12	10	-5	-2	-10	6	4	1	-2.0	0	-13
21	Cc1cccn2cc(-c3cccc(S(=O)(=O)N4CCCCC4)c3)nc12	4	-3	5	6	-7	6	-8	-2	-0.3	-2	2
22	O=C(CSc1nnc(CNC(=O)c2c(F)cccc2F)o1)NCc1ccc(F)cc1	-4	5	-1	13	-6	11	-11	1	-0.5	2	26
23	CC(OC(=O)c1cc[n+]([O-])cc1)C(=O)Nc1ccc(Cl)cn1 (stereo unspecified)	8	-23	-1	9	4	4	1	1	1.0	2	1
24	C[C@@H]1O[C@@H](O[C@H]2[C@H](O)[C@@H](O)[C@H](Oc3c(-c4ccc(O)cc4)oc4cc(O)cc(O)c4c3=O)O[C@@H]2CO)[C@H](O)[C@H](O)[C@H]1O	-5	-2	7	0	0	-23	-7	-11	-1.4	1	1
25	CC(C)(C)NC(=O)C1CC(=O)OC12CCOC(C)(C)C2 (stereo unspecified)	-6	-9	0	6	-5	6	-5	14	-6.5	0	-5
26	COc1cc(SC)ccc1C(=O)Nc1cccc(S(=O)(=O)NC2=NCCC2)c1	-11	5	6	-9	-1	-5	-7	7	-2.0	-3	-48
27	O=C(NCC1CCCO1)C1CCN(CC2CCCCC2)CC1 (stereo unspecified)	-7	17	-9	3	-11	2	-3	-4	0.7	-1	8
28	Cc1ccccc1NC(=O)c1cccc(N2C(=O)C3C4CCC(C4)C3C2=O)c1 (stereo unspecified)	14	-2	-4	25	-11	20	-8	-2	1.7	1	-15
29	O=C(Cn1cnc2c(cnn2-c2ccccc2)c1=O)N1CCCc2ccccc21	5	0	5	-14	1	7	5	4	-0.5	1	10
30	CCC1=Nc2cc(C(=O)NCC3CCCO3)ccc2Sc2ccc(Br)cc21 (stereo unspecified)	11	5	3	16	-7	10	-9	-29	-0.4	17	14

As entered above:
Result of `Cc1cccn2cc(-c3cccc(S(=O)(=O)N4CCCCC4)c3)nc12` in ABHD5 PLIN5 PPI: 5
Result of `Cc1cc(-c2ccc(S(=O)(=O)N3CCN(c4cccc(C(F)(F)F)c4)CC3)s2)on1` in LRH-1 inv ag: 10

Later entries
No.	Compound	COUP-TFII inh	NCOA1 inh	ABHD5 PLIN5 PPI	LRH-1 inv ag	TLR9-MyD88 inh	NCOA3 inh	NOD2-RIPK2 inh	MC4R antagonist	MC4R ag barr	LMP1 NFkB inh	SRC2 inh
31	C[C@H]1CN([C@@H](C)CO)C(=O)c2cccc(NC(=O)C3CC3)c2O[C@H]1CN(C)S(=O)(=O)c1cccs1	4	4	0	-11	-4	12	-5	0	0.6	3	-1
32	C/C(=N\NC(=O)c1ccccc1)c1ccccc1F	-20	-33	-1	-22	0	-37	-9	0	1.9	3	-10
33	Cc1cc(C)cc(OCC(=O)NNC(=O)CCN2C(=O)c3ccccc3C2=O)c1	-14	15	0	7	-3	23	4	6	0.3	0	-8
34	N#Cc1nc(-c2cccc3ccccc23)oc1NCC1CCCO1 (stereo unspecified)	-13	-25	0	-42	nt	-22	-10	14	0.2	nt	-1
35	COc1ccc2c(c1OC)C(=O)OC2Nc1nc(-c2cc3ccccc3oc2=O)cs1 (stereo unspecified)	-9	-125	1	-164	0	-52	-13	-14	-1.8	-1	-64
36	COc1cccc(NS(=O)(=O)c2ccc3[nH]cc(C(=O)NCCC(C)C)c(=O)c3c2)c1	16	14	-2	6	-2	13	-4	29*	0.7	12	32
37	COCCNC(=O)CN1CCCCCC1	-7	3	-4	2	-12	10	-8	2	-2.4	-5	19
38	O=C(Cc1ccc(O)cc1)NC1CCCCCC1	4	-43	-1	-92	1	-29	-12	2	0.6	-18	-62
39	CC1(C)CC(=O)c2sc(NC(=O)CN3CCCCC3)nc2C1	1	-9	-4	6	-8	4	5	1	-2.0	1	-4
40	Cc1cc(-c2nnc(CCC(=O)N(CC3CC3)CC3CCCO3)o2)no1 (stereo unspecified)	15	-4	-3	4	-2	4	-18	5	-0.2	-4	-4
41	O=C(Nc1ccccc1C(=O)NCc1cccnc1)c1ccccc1F	-8	-7	-3	0	-7	4	-1	3	0.0	-3	1
42	CC(Cc1cccnc1)NC(=O)c1ccccc1OC1CCN(S(C)(=O)=O)CC1 (stereo unspecified)	8	-10	-1	-9	0	6	-7	21	-0.9	2	17
43	O=C(NCc1ccccc1)c1ccc(Oc2ccc(C(=O)NCc3ccccc3)cc2)cc1	1	7	-6	9	-1	24	-4	-6	2.0	5	-10
44	Cc1ccc[n+](/C(C(=S)NCc2ccco2)=C(/[O-])c2ccccc2Cl)c1	2	-5	7	-5	-8	-13	1	12	-1.8	-5	0
45	OC1CCC2CN3CCc4c([nH]c5ccccc45)C3CC2C1 (stereo unspecified)	-23	-20	8	-43	nt	-12	-23	-1	-0.3	nt	-10
46	C/C(=N\NC(=O)c1ccc(Cn2cc([N+](=O)[O-])cn2)o1)c1cccc(NC(=O)C(C)C)c1	-21	-12	-1	-11	-16	6	-7	-1	1.0	8	1
47	CC(C)c1ccc(NC(=O)COC(=O)/C=C/c2cccc([N+](=O)[O-])c2)cc1	-8	-53	-6	3	-1	10	-2	1	16*	-4	-11
48	O=c1cc(NCCO)c2ccccc2o1	8	3	-4	-14	2	16	2	1	-0.8	8	-10
49	Cc1ccc(C(C(=O)NC2CCCCC2)N(Cc2ccccc2)C(=O)Cc2c[nH]c3ccccc23)o1 (stereo unspecified)	0	-26	-6	3	-2	4	-9	15	1.4	-11	-27
50	Cc1coc2c(C)c3oc(=O)c(CCC(=O)N(C)CC(=O)O)c(C)c3cc12	12	-15	4	-9	11	9	-9	-8	-0.4	-2	9
51	CCC(O)C(C)(C)C (stereo unspecified)	25	-33	-6	-34	-1	-1	-2	2	1.1	-3	2
52	CCc1ccc(/C(C)=N/NC(=O)c2ccccn2)cc1	13	0	-3	-23	-13	2	0	4	-3.3	-16	16
53	CCCNc1nc(Cl)nc(Nc2ccc(Cl)cc2)n1	-4	-15	-3	-4	9	-18	4	2	3.5	-14	-13
54	CCn1c(=O)c(CCC(=O)NCCN2CCOCC2)c(C)c2c(C)nn(-c3cccc(C)c3)c21	14	15	2	1	-1	-12	13	9	-0.5	4	13
55	CCCCC(=O)Nc1nc(C)c(-c2csc(Nc3ccccc3OC)n2)s1	4	-2	-17	-9	-5	-1	3	4	-2.6	5	-23
56	Cc1cc(N2CCCC2=O)c(N)cc1N	-3	-10	-1	-8	-1	-7	-10	4	-1.7	4	-7
57	CCCc1cc(=O)oc2cc(C)cc(OC(C)C(=O)N[C@@H](Cc3c[nH]c4ccccc34)C(=O)O)c12 (stereo partly specified)	nt	1	-2	-3	2	13	1	4	-1.9	-3	nt
58	COc1cc(OC)c(C(=O)OCC(=O)N(Cc2ccccc2)C(C)(C)C)cc1OC	-8	16	-1	15	6	6	-2	-7	-3.3	9	18
59	Cc1ccc(NC(=O)CSCc2cc(=O)n3nc(C4CC4)sc3n2)cc1	-12	13	-10	0	9	-6	-2	10	-1.9	-17	-1
